Source: PubChem BioAssay (The Scripps Research Institute Molecular Screening Center)
PAFAH1B3 inh = blocks human PAF acetylhydrolase 1B catalytic subunit 3; Q15102; recombinant PAFAH1B3, FP-rhodamine probe, fluorescence polarization; inhibition, % at 3.39 µM; 340,000 tested, 0.28% active;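 active means inhibition above the screen-wide average of all tested compounds plus 3 SD, cut at about 25% in these data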;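 further: 0% = enzyme with DMSO only and 100% = wells lacking PAFAH1B3 protein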
Target sequence (Q15102 whole entry, looked up): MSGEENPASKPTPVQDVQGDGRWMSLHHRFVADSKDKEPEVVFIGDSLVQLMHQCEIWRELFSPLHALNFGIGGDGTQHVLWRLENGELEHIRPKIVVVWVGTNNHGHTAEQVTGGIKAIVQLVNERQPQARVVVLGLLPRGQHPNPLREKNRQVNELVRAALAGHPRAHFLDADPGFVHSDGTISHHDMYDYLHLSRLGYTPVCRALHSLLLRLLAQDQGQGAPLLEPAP
PAFAH2 FP inh = PAFAH2 (human) inhibition; recombinant PAFAH2, FP-rhodamine activity probe, fluorescence polarization; inhibition, % at 3.39 µM; 340,000 tested, 0.99% active; AID 492956;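 active means inhibition above the mean over all tested compounds plus 3 SD, cut at about 30% in these data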;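 further: inhibitors block probe labeling of enzyme so polarization drops; 0% = enzyme with DMSO and 100% = wells lacking PAFAH2 protein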
PAFAH1B2 FP inh = PAFAH1B2 (human) inhibition | P68402 | recombinant PAFAH1B2, FP-rhodamine activity probe, fluorescence polarization | inhibition, % at 3.39 µM | 340,000 tested, 1.2% active | AID 492953;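 active means inhibition above the mean of all tested compounds plus 3 SD, cut at about 24% in these data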;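 further: 0% = enzyme with DMSO and 100% = wells lacking PAFAH1B2; many of its hits are not listed in these tables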
PME-1 primary = PME-1 (human) inhibition; recombinant PME-1, FP-Rh probe fluorescence polarization; Q9Y570; 320,000 tested, 0.53% active; AID 2130; inhibition, % at 5.9 µM;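 active means inhibition above the campaign mean of all compounds plus 3 SD, cut at about 26% in these data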;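 further: competitive labeling of PME-1 active site by serine hydrolase directed probe; 0% = PME-1 with DMSO and 100% = wells lacking PME-1 enzyme; inhibitors block probe labeling so polarization falls and inhibition rises; many of its hits are not listed in these tables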
pPAFAH FP inh = inhibitors of human plasma PAF acetylhydrolase (pPAFAH). recombinant pPAFAH, FP-rhodamine probe fluorescence polarization. Q13093. 330,000 tested, 1.5% active. inhibition, % at 3.39 µM;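 active means inhibition above the mean inhibition across the screen plus 3 SD, cut at about 25% in these data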;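 further: inhibitors block binding of the rhodamine activity-based probe so polarization drops; 0% = enzyme with DMSO and 100% = wells lacking pPAFAH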
PAD4 FP inh = PAD4 (human) enzyme inhibition. AID 485272. recombinant PAD4, RCA probe fluorescence polarization. inhibition, % at 6.36 µM. Q9UM07. 330,000 tested, 0.41% active;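 active means percent inhibition above a cutoff equal to the mean of all tested compounds plus 3 SD, cut at about 15% in these data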;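 further: 0% = PAD4 with RCA probe and DMSO and 100% = probe without PAD4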
Target sequence (Q9UM07 whole entry, looked up): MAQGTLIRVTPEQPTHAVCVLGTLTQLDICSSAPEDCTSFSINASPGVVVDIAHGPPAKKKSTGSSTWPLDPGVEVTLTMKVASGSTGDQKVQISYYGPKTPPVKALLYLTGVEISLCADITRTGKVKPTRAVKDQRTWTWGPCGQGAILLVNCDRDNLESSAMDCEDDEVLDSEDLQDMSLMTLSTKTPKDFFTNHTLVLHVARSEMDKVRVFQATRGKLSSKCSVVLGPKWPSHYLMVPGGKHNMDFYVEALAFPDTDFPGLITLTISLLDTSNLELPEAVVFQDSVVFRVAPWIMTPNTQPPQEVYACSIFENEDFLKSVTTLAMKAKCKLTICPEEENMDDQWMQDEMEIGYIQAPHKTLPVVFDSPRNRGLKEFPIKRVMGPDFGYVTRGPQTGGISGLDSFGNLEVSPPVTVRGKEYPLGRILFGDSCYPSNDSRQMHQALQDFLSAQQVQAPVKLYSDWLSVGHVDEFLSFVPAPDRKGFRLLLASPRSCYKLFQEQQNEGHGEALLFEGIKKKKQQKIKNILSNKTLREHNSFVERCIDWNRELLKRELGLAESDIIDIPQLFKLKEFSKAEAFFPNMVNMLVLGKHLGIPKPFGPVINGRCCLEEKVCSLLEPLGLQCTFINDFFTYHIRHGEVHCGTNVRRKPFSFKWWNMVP
Fam108B inh = Fam108B inhibition, counter-screen for RBBP9 inhibitors. inhibition, % at 9.51 µM. 300,000 tested, 0.33% active. recombinant Fam108B, FP-Rh probe fluorescence polarization;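 active means inhibition above the screen mean inhibition plus 3 SD, computed separately per campaign, cut at about 18% in these data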;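 further: inhibitors lower polarization as less probe binds the enzyme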
LYPLA1 counter = blocks human lysophospholipase 1, a PME1 counter-screen; O75608; recombinant LYPLA1, FP-Rh probe fluorescence polarization; inhibition, % at 5.9 µM; 320,000 tested, 0.16% active; AID 2174;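 active means inhibition above the mean of all tested compounds plus 3 SD, set per campaign, cut at about 14% in these data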;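 further: inhibitors block serine hydrolase probe labeling of LYPLA1 so polarization falls; 0% = enzyme with DMSO and 100% = wells lacking LYPLA1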
GSTO1 inh = counter-screen for RBBP9 inhibitors: inhibitors of human GSTO1 | inhibition, % at 5.96 µM | P78417 | 300,000 tested, 1.1% active | recombinant GSTO1, activity-based probe fluorescence polarization | AID 1974;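 active means inhibition above the campaign mean inhibition plus 3 SD, cut at about 35% in these data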;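 further: 0% = GSTO1-1 with DMSO and 100% = wells lacking GSTO1-1 enzyme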
Starred values were filed as active, the others as inactive; · = no result given. Only part of the results is shown; count on the stated rates, not on these rows.

SMILES | PAFAH1B3 inh | PAFAH2 FP inh | PAFAH1B2 FP inh | PME-1 primary | pPAFAH FP inh | PAD4 FP inh | Fam108B inh | LYPLA1 counter | GSTO1 inh
Cc1cccc(CS(=O)(=O)c2ncc(Cl)c(C(=O)Nc3c(C)cccc3C)n2)c1 | 9 | 3 | 6 | -11 | -2 | -1 | 1 | -1 | -3
N#CC(C#N)=C/C=C(\Nc1ccc(Cl)cc1)c1ccc(Cl)cc1 | 0 | 11 | 13 | -2 | 3 | 0 | 3 | 0 | 3
Cc1cc(SCc2ccc(F)cc2)nc(=O)[nH]1 | 2 | 1 | 0 | -3 | 6 | -3 | -3 | -1 | -1
O=C(CNc1ccccc1)Nc1cccc2ccccc12 | 3 | -3 | 4 | 2 | 4 | -5 | -3 | 1 | 13
CC(C)(C)CC(C)(C)NC(=S)N1CCN(Cc2ccc3c(c2)OCO3)CC1 | 2 | 2 | 5 | 1 | 2 | -3 | -6 | -3 | 2
CCOC(=O)c1[nH]c(C)c(C(=O)NCc2ccco2)c1C | 6 | 5 | 0 | -1 | -1 | -3 | 1 | 1 | 1
CCN(CC)CCn1c(=N)n(CC(O)COc2ccccc2)c2ccccc21 (stereo not drawn) | 3 | -4 | 8 | 0 | -1 | 0 | -4 | 3 | 8
O=S(=O)(NCCOc1ccccc1)c1ccc2ccccc2c1 | 0 | 3 | 6 | 7 | 2 | -1 | 5 | 2 | 1
CCC(C)(C)NC(=O)C(c1ccc(C)cc1)N(CCN1CCOCC1)C(=O)CNC(=O)c1cccs1 (stereo not drawn) | 4 | 6 | 0 | -5 | -1 | -2 | -1 | -2 | -2
CCc1nnc(NC(=O)c2ccc(S(=O)(=O)N(CC(C)C)CC(C)C)cc2)o1 | -6 | 6 | 7 | -4 | 2 | 3 | 3 | -8 | -23
Cc1ccc(CCC(=O)NCc2ccccc2)o1 | 5 | 7 | 6 | 1 | 6 | 1 | 1 | 1 | 4
Cc1cc2oc(=O)cc(CN3CCCCC3)c2cc1C | 2 | 6 | 6 | 5 | 1 | -1 | 1 | -3 | 6
COc1ccccc1N1CCN(S(=O)(=O)c2cn(C)c(=O)n(C)c2=O)CC1 | -2 | -4 | -2 | -2 | -4 | 3 | 0 | 0 | -2
CCOC(=O)/C(N=Nc1c(C)n(C)n(-c2ccccc2)c1=O)=C(/O)c1ccccc1 | -5 | -1 | -3 | 0 | 0 | 0 | 0 | 1 | 7
CCOC(=O)c1cnc(Nc2nc3ccccc3o2)nc1CSC(=S)N(CC)CC | 2 | 1 | 4 | 5 | 4 | -7 | -4 | -3 | 0
COc1ccc(/C=C(\NC(=O)c2ccccc2)C(=O)NCc2ccco2)cc1OC | 5 | -7 | 1 | -2 | 2 | 3 | -3 | 0 | -2
O=C(c1ccccc1)c1ccc(OCCO)cc1 | -4 | -3 | 1 | 2 | 0 | -4 | -2 | 1 | 1
Cc1ccc(NC(=O)Cc2noc3ccccc23)c(C)c1 | -1 | -5 | 2 | 7 | 5 | -6 | -4 | 1 | 0
CC1CN(c2nc3ccccc3nc2SCC(=O)Nc2ccc(F)cc2)CC(C)O1 (stereo not drawn) | 2 | 0 | -1 | -8 | 3 | 2 | -4 | -7 | 1
CC(C)Oc1ccc(S(=O)(=O)N2CCCCC2)cc1NC(=O)CN1CCCC1c1cccs1 (stereo not drawn) | -1 | -3 | -1 | -7 | 1 | -7 | · | -5 | ·

Continued; the last 2 above are carried over.
SMILES | PAFAH1B3 inh | PAFAH2 FP inh | PAFAH1B2 FP inh | PME-1 primary | pPAFAH FP inh | PAD4 FP inh | Fam108B inh | LYPLA1 counter | GSTO1 inh
CC1CN(c2nc3ccccc3nc2SCC(=O)Nc2ccc(F)cc2)CC(C)O1 (stereo not drawn) | 2 | 0 | -1 | -8 | 3 | 2 | -4 | -7 | 1
CC(C)Oc1ccc(S(=O)(=O)N2CCCCC2)cc1NC(=O)CN1CCCC1c1cccs1 (stereo not drawn) | -1 | -3 | -1 | -7 | 1 | -7 | · | -5 | ·
CC12CN(C(=O)c3ccc([N+](=O)[O-])cc3)CC(C)(CN(C(=O)c3ccc([N+](=O)[O-])cc3)C1)C2=O | · | · | · | -5 | -2 | 2 | 0 | -2 | 1
CC(=O)Nc1ccc(S(=O)(=O)N2CCC(c3nc4ccccc4[nH]3)CC2)cc1 | 6 | 0 | 4 | 11 | 2 | 1 | 0 | -1 | 2
CCCc1nc2oc3c(NCc4ccccn4)ncnc3c2c2c1COC(C)(C)C2 | 3 | 4 | 2 | 2 | 4 | 0 | 3 | 3 | -2
COC(=O)c1ccc(S(=O)(=O)N2CCC(c3nc4ccccc4o3)CC2)cc1 | 5 | 6 | 0 | -2 | 0 | -1 | 2 | -4 | 12
COc1ccccc1S(=O)(=O)Cc1ccc(C(=O)NC2CCCCCC2)o1 | 1 | 0 | 3 | -6 | 4 | 1 | -1 | 6 | 1
Cc1ccc(-c2ccc(SCC(=O)Nc3ccc4c(c3)OCCO4)nn2)cc1 | -2 | 9 | 0 | 3 | 5 | 0 | -8 | -7 | -2
N#Cc1cnc(SCC(=O)N2CCCCC2)nc1N | 9 | -2 | 1 | 7 | 2 | 2 | -5 | 5 | 1
NS(=O)(=O)c1cccc(NC(=O)COC(=O)/C(=C/c2cccs2)c2cccs2)c1 | 11 | -9 | 1 | 5 | 7 | -3 | -3 | -2 | 3
Cc1cc(Nc2ccc(F)cc2)nc(N)n1 | 3 | -5 | -1 | -2 | 0 | 1 | 6 | 1 | 6
CCCCC(CC)CNC(=O)CC1Nc2c3ccccc3nc(=S)n2C1=O (stereo not drawn) | -1 | 1 | 24 | -6 | 6 | 2 | 2 | 1 | 6
CCOc1ccc(CCNC(=O)c2ccc3ccccc3n2)cc1OCC | 0 | -1 | 0 | 0 | -5 | -2 | 2 | -3 | 1
O=C(Nc1ccnn1C1CCN(Cc2cccc(OCCO)c2)CC1)C1CCOC1 (stereo not drawn) | -2 | 4 | -10 | 2 | 4 | -5 | 2 | 2 | 5
COc1cccc2c1cc1c(=O)n(CC(=O)NCc3ccccn3)nc(C)n12 | 10 | 3 | 5 | 2 | -3 | -5 | 2 | 2 | -1
O=C(NCCCC1CCCC1)C1CCC(=O)N(Cc2ccc(Cl)cc2)C1 (stereo not drawn) | 7 | 0 | 11 | 12 | 2 | -3 | -1 | 2 | -3
CC(C)C1COC(c2cccn2Cc2ccccc2Cl)=N1 (stereo not drawn) | 5 | 2 | 5 | 3 | 2 | -1 | 2 | -2 | 4
COc1ccccc1N=C(C)C1=C(O)COC1=O | 1 | 2 | 5 | -3 | -3 | -5 | -4 | -3 | 5
CCN(CC)C(=O)C(=O)Nc1cc(C(F)(F)F)ccc1Cl | 2 | -3 | -1 | -5 | -2 | 1 | 3 | -2 | 2
COc1cc(C(O)C(=O)O)ccc1O (stereo not drawn) | -5 | -6 | 2 | -5 | 2 | -2 | 0 | 0 | 4
CC(C)C(=O)NC(=S)Nc1nnn(C)n1 | 5 | 0 | -5 | -1 | 0 | 5 | 1 | -2 | -2
N#Cc1cc2cc3c(cc2nc1SCC(=O)OC1CCCCC1)OCO3 | 8 | 3 | 0 | 17 | 5 | -4 | 0 | 2 | -7
CCOc1cc(C=NNC(=O)c2cccc(S(=O)(=O)N3CCCC3)c2)ccc1O | 8 | 12 | 1 | · | 3 | -7 | · | · | ·
CCOc1ccc(Oc2ccccc2NC(=O)CSCC(=O)Nc2cc(C)on2)cc1 | 6 | 6 | -1 | 6 | 2 | -1 | 0 | 1 | 2
O=C(OCc1ccc(Cl)c(Cl)c1)c1ccccn1 | 7 | 11 | 3 | 2 | 4 | -1 | -1 | -6 | 3
Cc1ccsc1C(=O)OCC(=O)Nc1cccc(S(=O)(=O)N2CCOCC2)c1 | -4 | 77* | -3 | 4 | 6 | 0 | -2 | -6 | 2
O=C(Nc1ccccc1)O/N=C1\CCCCC1c1ccc([N+](=O)[O-])cc1[N+](=O)[O-] (stereo not drawn) | 0 | 13 | 5 | 4 | 8 | 0 | -4 | -1 | -4
Cc1ccc(S(=O)(=O)N(C)CC(=O)NCc2ccncc2)cc1 | 9 | -4 | 4 | 2 | -1 | 2 | -3 | 2 | -7
O=c1cc(CSc2nnnn2-c2ccccc2)nc2scc(-c3ccccc3)n12 | -3 | 1 | -2 | 0 | 8 | -2 | 1 | -1 | 2
COc1ccc(C2CC(=O)N(CCCN(C)CCc3ccc(OC)c(OC)c3)C2)cc1 (stereo not drawn) | 3 | 5 | 3 | -2 | 0 | 2 | 3 | -1 | -6
COc1ccc(-c2[nH]nc3c2C(c2ccoc2)C(C#N)=C(N)O3)cc1 (stereo not drawn) | 8 | 6 | 1 | -1 | -2 | -8 | -2 | 0 | 21
CCOC(=O)CSc1nc2ccc(S(=O)(=O)N3CCOCC3)cc2[nH]1 | 6 | 8 | 0 | -2 | -2 | -3 | 1 | 0 | 11
O=C(NCCCN1CCOCC1)c1cccnc1SCc1ccccc1Cl | 0 | 3 | -2 | -7 | -2 | -4 | 4 | -2 | 4
Nc1ccc(-c2nc3cc(N)ccc3n2CCO)cc1 | 3 | 4 | 4 | -3 | 1 | -1 | 1 | 4 | 8
COC(=O)c1ccc(CNC(=O)c2ccc(NS(=O)(=O)c3ccc4[nH]c(=O)[nH]c4c3)cc2)cc1 | 3 | -3 | 0 | 1 | 2 | -1 | -3 | -3 | -57
COc1cc(C2C(C#N)=C(C)NC3=C2C(=O)CC(C)(C)C3)ccc1O (stereo not drawn) | 8 | -1 | 3 | -3 | 2 | -3 | 6 | 3 | 5
COc1ccccc1N/C=C/c1onc(C)c1[N+](=O)[O-] | 2 | -3 | -4 | -4 | 3 | -6 | 3 | -3 | 2

Whole records as entered above.
Results for COc1ccccc1N/C=C/c1onc(C)c1[N+](=O)[O-] : PAFAH1B3 inh: 2; PAFAH2 FP inh: -3; PAFAH1B2 FP inh: -4; PME-1 primary: -4; pPAFAH FP inh: 3; PAD4 FP inh: -6; Fam108B inh: 3; LYPLA1 counter: -3; GSTO1 inh: 2
Results for CCc1nnc(NC(=O)c2ccc(S(=O)(=O)N(CC(C)C)CC(C)C)cc2)o1 : PAFAH1B3 inh: -6; PAFAH2 FP inh: 6; PAFAH1B2 FP inh: 7; PME-1 primary: -4; pPAFAH FP inh: 2; PAD4 FP inh: 3; Fam108B inh: 3; LYPLA1 counter: -8; GSTO1 inh: -23
Results for O=C(OCc1ccc(Cl)c(Cl)c1)c1ccccn1 : PAFAH1B3 inh: 7; PAFAH2 FP inh: 11; PAFAH1B2 FP inh: 3; PME-1 primary: 2; pPAFAH FP inh: 4; PAD4 FP inh: -1; Fam108B inh: -1; LYPLA1 counter: -6; GSTO1 inh: 3
